Compound activity deposited in PubChem by several laboratories.
proCasp7 act: procaspase-7 activators, primary screen, counter-screen for procaspase-3 activator project, biochemical, absorbance, HTS, human; Caspase-7 (Homo sapiens), P55210; recombinant procaspase-7, Ac-DEVD-pNA absorbance 405 nm; D23A/D198A/D206A triple mutant, cannot self-cleave; scale: DMSO 0, 5 µM enzyme 100; activation, % at 8.5 µM; 330,000 compounds, 0.093% hits; AID 463210, 2010;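 active = percent activation above the screen-wide mean plus 3 SD, cut at about 25% in these data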
Target sequence (P55210 whole entry D23A/D198A/D206A): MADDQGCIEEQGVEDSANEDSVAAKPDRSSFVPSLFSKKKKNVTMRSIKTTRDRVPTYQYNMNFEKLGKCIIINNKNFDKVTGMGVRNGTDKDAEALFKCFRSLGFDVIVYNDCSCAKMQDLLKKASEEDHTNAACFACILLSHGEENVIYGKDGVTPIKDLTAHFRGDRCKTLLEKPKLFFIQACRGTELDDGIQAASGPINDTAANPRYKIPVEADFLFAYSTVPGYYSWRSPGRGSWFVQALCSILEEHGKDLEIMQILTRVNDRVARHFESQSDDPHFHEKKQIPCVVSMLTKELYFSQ
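Assay system – Uncleavable procaspase-7 mutant enzyme · Quantity – 2 µM procaspase-7 mutant as dispensed · Times – 1 h preincubation, 2 h reaction · Dosing – single nominal 8.5 µM compound dose, 0.8% DMSO final · Buffer or medium – Zinc-free 50 mM HEPES buffer, pH 7.4, with NaCl and Triton X-100 · Detection – Epi-absorbance of released pNA at 405 nm, two timepoints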
Yeast superoxide: reduction of superoxide in aged yeast, primary screen, HTS. 330,000 compounds, 0.18% hits. superoxide response (% of plate mean), % at 10 µM. AID 2690, 2010. S. cerevisiae aged cells, superoxide DHE fluorescence; hits give low values;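 active = superoxide response under a set limit, about three screen SD below normal, cut at about 65% in these data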;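 also: yeast aged for seven days with compound at 30 °C before DHE staining; 100% = average MFI of all compound-treated wells on the plate with controls excluded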
MEP2-GFP yeast: modulators of MEP2-GFP levels in yeast, primary screen, S. cerevisiae, multiplex flow cytometry, MLPCN library; 330,000 compounds, 0.51% hits; AID 2016, 2009; GFP response vs DMSO, % at 10 µM; S. cerevisiae MEP2-GFP strain, 3 h; 100% = DMSO control level;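 active = GFP response versus DMSO above a set limit, roughly screen mean plus 3 SD, cut at about 180% in these data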;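 also: median GFP fluorescence of the barcode-gated MEP2-GFP cells per well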
JMJD2C inh: inhibitors of GASC-1 histone demethylase, primary screen, biochemical, fluorescence, DELFIA europium. inhibition, % at 2.35 µM. GST-JMJD2C(1-420) H3K9me3 demethylation. AID 2099, 2009. 330,000 compounds, 0.069% hits. Lysine-specific demethylase 4C (Homo sapiens), Q9H3R0;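 active = more than half of a compound's replicate wells show inhibition beyond 50%, single wells judged on their own value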;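 also: signal counts dimethyl H3K9 product captured on neutravidin plate; 0% = median of DMSO wells and 100% = 0.3 times that DMSO median; strong numbers were not always called active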
Target sequence (Q9H3R0 1-420 limits assumed): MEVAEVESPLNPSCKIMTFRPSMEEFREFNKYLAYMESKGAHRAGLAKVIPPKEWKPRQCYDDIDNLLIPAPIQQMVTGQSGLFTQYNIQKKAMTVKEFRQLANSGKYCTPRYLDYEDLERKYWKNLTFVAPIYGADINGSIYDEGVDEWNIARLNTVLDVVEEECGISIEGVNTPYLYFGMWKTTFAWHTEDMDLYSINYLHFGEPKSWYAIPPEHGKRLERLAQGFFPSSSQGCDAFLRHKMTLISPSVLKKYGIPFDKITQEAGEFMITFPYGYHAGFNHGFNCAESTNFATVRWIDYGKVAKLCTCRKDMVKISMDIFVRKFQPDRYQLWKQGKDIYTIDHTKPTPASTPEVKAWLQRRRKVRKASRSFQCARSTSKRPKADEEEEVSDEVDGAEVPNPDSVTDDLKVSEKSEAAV
LAP4-GFP MLPCN: modulators of LAP4-GFP expression in yeast, primary screen, S. cerevisiae, multiplex flow cytometry, MLPCN library; GFP response vs DMSO, % at 10 µM; 3 h; median GFP as percent of DMSO wells; 320,000 compounds, 0.34% hits; AID 2023, 2009;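 active = GFP response vs DMSO above a set limit, about the screen mean plus 3 SD, cut at about 150% in these data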
procasp3 activ: activators of human procaspase-3 D3A mutant, primary screen, biochemical, absorbance, PC-3 D3A mutant, single concentration; AID 463141, 2010; activation, % at 8.5 µM; recombinant procaspase-3 D3A, Ac-DEVD-pNA absorbance 405 nm; 330,000 compounds, 0.11% hits; Caspase-3 (Homo sapiens), P42574;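 active = activation above the mean of all tested compounds plus 3 SD, cut at about 21% in these data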;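 also: 0% = DMSO alone and 100% = DMSO wells spiked with extra 5 µM PC-3 D3A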
Target sequence (P42574 whole entry D9A/D28A/D175A): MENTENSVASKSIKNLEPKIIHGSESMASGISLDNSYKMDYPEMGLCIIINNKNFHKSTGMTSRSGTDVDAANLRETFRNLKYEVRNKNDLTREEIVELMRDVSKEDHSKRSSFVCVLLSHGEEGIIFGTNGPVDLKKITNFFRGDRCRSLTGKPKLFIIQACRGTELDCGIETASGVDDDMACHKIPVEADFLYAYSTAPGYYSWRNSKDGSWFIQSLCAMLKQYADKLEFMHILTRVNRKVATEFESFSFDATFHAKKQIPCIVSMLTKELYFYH
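System: Procaspase-3 D3A mutant. Medium: Zinc-free 300 mM NaCl, 50 mM HEPES, 0.01% Triton X-100. Schedule: 1 h preincubation plus 2 h reaction at 25 °C. Measured by: 405 nm absorbance of p-nitroaniline, reads at 0 and 120 min. Read-out: percent activation relative to control range.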
AHR activator: AHR activators, primary screen, cell-based, luminescence, luciferase reporter, human; Aryl hydrocarbon receptor (Homo sapiens), P35869; AHR-responsive luciferase reporter cells; activation, % at 5 µM; 320,000 compounds, 2.5% hits; in the data active = activation above about 47%;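 also: 0% = vehicle wells and 100% = reference agonist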
RPL19A-GFP yeast: RPL19A-GFP expression modulators in yeast, primary screen, cell-based, S. cerevisiae, multiplex flow cytometry, MLPCN; S. cerevisiae RPL19A-GFP strain, 3 h; hits give low values; percent response vs DMSO, % at 10 µM; 330,000 compounds, 0.3% hits; AID 2025, 2009;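 active = percent response vs DMSO below 50%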;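 also: median channel GFP fluorescence of the barcoded RPL19A-GFP strain; ratio of sample median GFP to plate DMSO average so 100% = DMSO; lower means less RPL19A-GFP as with rapamycin TOR inhibition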
The depositor's hits bear a star; . = no result given.

A first look (five entries):
SMILES | proCasp7 act | Yeast superoxide | MEP2-GFP yeast | JMJD2C inh | LAP4-GFP MLPCN | procasp3 activ | AHR activator | RPL19A-GFP yeast
C#CCOCCOCCOCCNc1nc(N2CCN(C(=O)CCCCCCCCCCNC(=O)Cn3cc(C[C@@H](C)O)nn3)CC2)nc(N2CCN(C(=O)CCCCCCCCCCNC(=O)[C@H](CCCCN)n3cc(CCCC(=O)O)nn3)CC2)n1 | -9.3 | 102.7 | 97.3 | -5.3 | 111.2 | -5.0 | 5.1 | 97.5
Cn1cccc1C(=O)OCC(=O)Nc1ccc2[nH]c(=O)[nH]c2c1 | 8.3 | 108.9 | 94.5 | 3.3 | 97.5 | -5.1 | 1.2 | 95.4
CCN(CC)C(=O)C(=O)Nc1ccc(F)c(Cl)c1 | 2.6 | 92.1 | 101.7 | 21.4 | 92.9 | -3.5 | 3.7 | 99.9
O=CNCC(=O)NCCc1ccc(Cl)cc1 | 3.5 | 77.3 | 103.3 | 13.2 | 99.4 | 0.4 | 1.1 | 95.6
CCN(CC(=O)Nc1ccccc1OC)C(=O)CSCC(=O)Nc1ccc(OC)cc1 | 3.0 | 94.6 | 108.5 | 4.7 | 100.5 | 9.5 | 8.1 | 91.5

Main list, previewed entries included:
SMILES | proCasp7 act | Yeast superoxide | MEP2-GFP yeast | JMJD2C inh | LAP4-GFP MLPCN | procasp3 activ | AHR activator | RPL19A-GFP yeast
C#CCOCCOCCOCCNc1nc(N2CCN(C(=O)CCCCCCCCCCNC(=O)Cn3cc(C[C@@H](C)O)nn3)CC2)nc(N2CCN(C(=O)CCCCCCCCCCNC(=O)[C@H](CCCCN)n3cc(CCCC(=O)O)nn3)CC2)n1 | -9.3 | 102.7 | 97.3 | -5.3 | 111.2 | -5.0 | 5.1 | 97.5
Cn1cccc1C(=O)OCC(=O)Nc1ccc2[nH]c(=O)[nH]c2c1 | 8.3 | 108.9 | 94.5 | 3.3 | 97.5 | -5.1 | 1.2 | 95.4
CCN(CC)C(=O)C(=O)Nc1ccc(F)c(Cl)c1 | 2.6 | 92.1 | 101.7 | 21.4 | 92.9 | -3.5 | 3.7 | 99.9
O=CNCC(=O)NCCc1ccc(Cl)cc1 | 3.5 | 77.3 | 103.3 | 13.2 | 99.4 | 0.4 | 1.1 | 95.6
CCN(CC(=O)Nc1ccccc1OC)C(=O)CSCC(=O)Nc1ccc(OC)cc1 | 3.0 | 94.6 | 108.5 | 4.7 | 100.5 | 9.5 | 8.1 | 91.5
Cn1nc(C(=O)Nc2ccc3c(c2)OCCO3)cc1C(=O)O | 2.0 | 94.1 | 101.6 | 8.2 | 108.0 | 1.8 | 0.2 | 99.3
Cc1cc(NC(=O)NC2(C(F)(F)F)Oc3ccc(Cl)cc3O2)no1 (stereo unspecified) | -2.8 | 102.3 | 102.9 | 10.6 | 111.7 | -9.2 | -0.9 | 102.0
CCOC(=O)CC1OC(=O)c2cc3c(cc21)C(=O)OC3CC(=O)OCC (stereo unspecified) | -4.4 | 105.0 | 98.1 | 0.4 | 99.5 | 5.2 | -0.3 | 101.1
CC1(C(=O)NCC2CCCO2)Oc2cccnc2NC1=O (stereo unspecified) | 0.0 | 92.6 | 93.5 | -7.9 | 93.8 | 6.7 | 0.2 | 92.4
COc1ccccc1C(C)N(C)Cc1nc(COc2ccccc2)no1 (stereo unspecified) | 10.1 | 86.2 | 95.6 | -6.2 | 83.7 | -2.4 | 7.5 | 95.2
O=C(NCc1cccnc1)/C(=C/c1ccccc1)NC(=O)c1ccccc1 | -4.9 | 110.2 | 102.1 | -4.2 | 94.2 | 0.2 | 4.1 | 98.2
O=C(c1ccc(-c2ccccc2)cc1)C1CCCN(Cc2ccncc2)C1 (stereo unspecified) | 3.6 | 96.7 | 107.1 | -6.3 | 107.5 | 1.0 | 0.3 | 102.5
O=C1c2oc3ccc(Cl)cc3c(=O)c2C(c2cccc(Br)c2)N1CCO (stereo unspecified) | -33.2 | 103.6 | 98.9 | 1.4 | 102.4 | -29.4 | 18.3 | 101.8
COc1ccc(C(=O)COC(=O)CCc2ccccc2)cc1 | 12.1 | 106.1 | 98.2 | -0.2 | 96.4 | -1.9 | -1.1 | 99.0
Cc1ccn2cc(CCNC(=O)COc3ccccc3)nc2c1 | -7.3 | 90.7 | 107.1 | -3.6 | 108.0 | -5.4 | 2.3 | 98.6
COc1cccc(-c2cc(C(F)(F)F)n3ncc(C(=O)NCC4CCCO4)c3n2)c1 (stereo unspecified) | -5.9 | 129.0 | 148.0 | 19.2 | 110.8 | -2.2 | 7.3 | 80.7
CCCCC[n+]1ccn(C2=C([O-])c3ccccc3C(=O)/C2=N\S(=O)(=O)c2ccccc2)c1 | 7.1 | 114.3 | 99.2 | -65.3 | 104.6 | -12.9 | 5.4 | 99.6
CC(=O)NC(Cc1ccccc1)C(C)=O (stereo unspecified) | -3.2 | 114.5 | 100.1 | 1.2 | 103.6 | 0.6 | 0.2 | 106.8
Cc1cccc(C)c1NC(=O)NC1CCc2ccccc21 (stereo unspecified) | 6.3 | 97.5 | 115.4 | 21.8 | 89.5 | 6.6 | 0.7 | 105.2
C[n+]1cccc(C(=O)Nc2ccccc2)c1 | 11.4 | 91.6 | 112.7 | 21.9 | 97.3 | -2.5 | 0.0 | 105.6
Cn1cccc1/C=N/n1c(-c2ccc(Cl)cc2Cl)n[nH]c1=S | -17.5 | 112.4 | 102.8 | -1.2 | 110.0 | -3.2 | 6.0 | 103.9
CCC(C)c1ccc(NC(=O)N2CCOCC2)cc1 (stereo unspecified) | 14.1 | 88.6 | 90.1 | 40.7 | 87.5 | 6.7 | 11.1 | 102.5
Cc1cc2ccccc2nc1Br | 2.9 | 103.3 | 100.0 | 2.2 | 92.0 | 0.9 | 11.1 | 99.4
O=C(CCc1nnc(Cc2ccc(-c3ccccc3)cc2)o1)NCCc1cccnc1 | 8.4 | 83.8 | 91.4 | 3.3 | 102.5 | 3.1 | 0.1 | 96.9
O=c1c2cc(Cl)ccc2[nH]c(=S)n1Cc1ccco1 | 6.1 | 105.8 | 94.4 | 3.3 | 86.3 | 11.2 | 36.7 | 88.2
CC(=O)c1ccc(NC(=O)CN2CCN(S(=O)(=O)c3ccc4ccccc4c3)CC2)cc1 | 10.3 | 81.0 | 93.3 | 7.7 | 91.1 | 5.7 | 1.1 | 96.6
O=C1CC(NNC(=O)c2ccc(Br)cc2)C(=O)N1 (stereo unspecified) | 6.2 | 88.4 | 100.4 | . | 107.7 | -5.0 | 13.2 | 95.1
O=C(c1ccco1)N1N=C(c2ccc(Cl)cc2)CC1(O)C(F)(F)F (stereo unspecified) | -2.2 | 121.5 | 96.1 | -12.3 | 103.2 | -1.5 | 4.0 | 97.3
Cc1ccc(NC(=O)C2CCCN2S(=O)(=O)c2ccc3c(c2)n(C)c(=O)c(=O)n3C)c(C)c1 (stereo unspecified) | 4.8 | 100.0 | 106.9 | -5.7 | 96.3 | -0.6 | -0.5 | 110.0
CCS(=O)(=O)N1CCC(C(=O)Nc2ccccc2OC)CC1 | 9.5 | 100.5 | 97.9 | -11.0 | 94.0 | -1.3 | -0.2 | 102.6
Cn1nc(C(=O)Nc2ccc(S(=O)(=O)N3CCOCC3)cc2)c2ccccc2c1=O | 4.1 | 90.8 | 83.3 | 9.3 | 77.5 | 4.5 | -1.2 | 85.5
COc1cc(NC(=O)CCc2c(C)nn(-c3ccc(N4CCOCC4)nn3)c2C)cc(OC)c1OC | -3.3 | 90.3 | 97.9 | 16.9 | 91.3 | 5.0 | 7.6 | 98.1
COc1ccc(OC)c(/C(O)=C/C(=O)C(=O)Nc2cc(C)cc(C)c2)c1 | -2.1 | 89.2 | 93.7 | 30.0 | 97.0 | -9.6 | 13.4 | 96.6
CC(C)c1ccc(NC(=O)[C@@H](C)NC(=O)[C@@H]2Cc3ccccc3CN2)cc1 | 10.1 | 96.4 | 103.2 | 13.6 | 95.6 | 5.5 | 11.6 | 100.3
COc1ccc(NC(=O)NC2(C(=O)N3CCCCCC3)CCCCC2)cc1 | 3.2 | 87.5 | 99.7 | -15.6 | 102.2 | 1.8 | 0.4 | 100.1
CC(C(=O)NC1CC1)c1ncc(C(F)(F)F)cc1Cl (stereo unspecified) | 12.4 | 95.8 | 106.3 | 10.7 | 110.3 | 2.4 | 0.1 | 104.9
CN(CC(=O)Nc1ccc(Cl)c(C(F)(F)F)c1)C(=O)Cn1cc([N+](=O)[O-])ccc1=O | 16.1 | 110.6 | 101.3 | 0.5 | 100.4 | 10.3 | 1.0 | 98.0
N#CC1(NC(=O)COC(=O)C23CC4CC(CC(O)(C4)C2)C3)CCCCC1 | 1.6 | 106.8 | 97.2 | 3.1 | 102.5 | 1.4 | -0.7 | 98.9
Cc1cccc(N2CCN(C(=O)c3ccc4c(c3)OCCO4)CC2)c1C | 3.5 | 104.6 | 106.7 | -0.7 | 99.5 | 4.9 | -1.1 | 94.0
CCCOC(=O)CC1C(=O)NCCN1Cc1cc(OC)cc(OC)c1 (stereo unspecified) | 2.3 | 95.9 | 97.7 | -16.6 | 103.2 | 5.2 | 5.0 | 99.2
O=C(NCc1ccccc1)C1=C[C@H](c2ccc3c(c2)OCO3)C[C@H](OCCCCO)O1 | 0.1 | 115.7 | 95.5 | 7.3 | 146.5 | 5.8 | 12.9 | 100.7
O=C(NCC1CCCO1)C1CCCN1C(=O)NC1CCCCC1 (stereo unspecified) | 7.1 | 105.5 | 103.8 | 6.0 | 101.3 | 6.5 | 0.5 | 101.2
O=C(N/N=C/c1c(F)cccc1Cl)c1cc(C2CC2)[nH]n1 | -3.1 | 107.0 | 95.9 | -0.8 | 104.1 | 8.6 | 22.7 | 98.5
COc1ccccc1C(=O)NC(=O)COC(=O)CCOc1cc(C)ccc1C | 6.3 | 109.1 | 107.2 | -4.0 | 105.5 | -4.5 | 1.5 | 106.0
CCN1C(=O)[C@@H]2[C@@H](c3ccc(-c4ccc(OC)cc4)c(OC)c3)N3CCCC[C@@]3(C(=O)OC)[C@@H]2C1=O | 2.7 | 94.7 | 106.4 | 0.9 | 99.9 | -4.3 | -0.7 | 102.9
COc1cc2c(cc1OC)C1C(C(=O)Nc3ccccc3N3CCN(C)CC3)c3ccccc3C(=O)N1CC2 (stereo unspecified) | 2.5 | 102.0 | 97.0 | 1.0 | 105.2 | 6.7 | 0.5 | 92.0
O=Cc1ccc(Oc2nc(Cl)ncc2F)cc1 | . | 100.3 | 104.9 | -4.5 | 103.9 | . | . | 105.9
CO/N=C/CC(=O)c1ccc(-c2ccccc2)cc1 | -5.0 | 87.6 | 100.3 | -3.2 | 108.2 | 2.8 | -0.1 | 100.8
COc1ccc(-n2ccc(=O)c(C(=O)Nc3ccc(S(=O)(=O)Nc4nccs4)cc3)n2)cc1 | 7.0 | 88.1 | 89.1 | . | 86.4 | 12.1 | 1.9 | 93.1
